Growth percent in the NCI-60 one-dose screen (48 h, 10 µM unless noted): 100 = growth as untreated, 0 = no growth, -100 = all killed.
MOLT-4 – MOLT-4 leukemia cells; 6.9% of 80,000 active; AID 1794779
T-47D – T-47D breast cancer | AID 1794792 | 5% of 79,000 active
SR – SR leukemia cells; 8.7% of 73,000 active; AID 1794780
MDA-MB-231 – MDA-MB-231 breast cancer; 5% of 81,000 active; AID 1794789
MDA-MB-468 – MDA-MB-468 breast cancer. 8.5% of 78,000 active. AID 2202374
K-562 – K-562 leukemia; 7.4% of 78,000 active; AID 1794777
MCF7 – MCF7 breast cancer. 6.3% of 82,000 active. AID 1794796
BT-549 – BT-549 breast cancer; 4.4% of 78,000 active
* marks the source's active call; other numbers are inactive results; · = not tested or not shown; & = joins results of further samples. How the source made its calls: active means growth percent below 10; inactive means the rest. Outcome played no part in choosing rows; 13% or so of the library scored in one or more.

The first 7 records (preview)
SMILES	MOLT-4	T-47D	SR	MDA-MB-231	MDA-MB-468	K-562	MCF7	BT-549
O=C(CS(=O)(=O)O)c1ccc(C(=O)CS(=O)(=O)O)cc1	110	106	84	106	89	112	99	91
Cc1cc(C)c2cc(C(=O)N3CCSCC3)[nH]c2c1	97	82	112	83	100	101	80	98
CCOC1CCCCC1O (stereo not drawn)	87	·	87	94	107	99	97	103
CC[C@]1(C#N)C(=O)[C@@](CO[Si](C)(C)C)(O[Si](C)(C)C)[C@H]2[C@H]1N(C(c1ccccc1)c1ccccc1)C(=O)C(=O)N2c1cccc(C2(C)OCC(C)(C)CO2)c1	95	90	103	102	96	97	96	101
COc1ccc(OC)c(Nc2nnc(-c3ccc(O)cc3)o2)c1	89	78	102	87	107	92	94	108
Cc1cccc(NC(=O)Nc2ccc(Oc3ncnc4sc5c(c34)CCCC5)cc2)c1	58	49	56	82	87	58	44	72
COc1ccc(-c2nc(-c3nc4cc(Cl)c(F)cc4[nH]3)c3ccccn23)cc1	43	40	34	58	55	40	58	91

This part in full, from the start:
SMILES	MOLT-4	T-47D	SR	MDA-MB-231	MDA-MB-468	K-562	MCF7	BT-549
O=C(CS(=O)(=O)O)c1ccc(C(=O)CS(=O)(=O)O)cc1	110	106	84	106	89	112	99	91
Cc1cc(C)c2cc(C(=O)N3CCSCC3)[nH]c2c1	97	82	112	83	100	101	80	98
CCOC1CCCCC1O (stereo not drawn)	87	·	87	94	107	99	97	103
CC[C@]1(C#N)C(=O)[C@@](CO[Si](C)(C)C)(O[Si](C)(C)C)[C@H]2[C@H]1N(C(c1ccccc1)c1ccccc1)C(=O)C(=O)N2c1cccc(C2(C)OCC(C)(C)CO2)c1	95	90	103	102	96	97	96	101
COc1ccc(OC)c(Nc2nnc(-c3ccc(O)cc3)o2)c1	89	78	102	87	107	92	94	108
Cc1cccc(NC(=O)Nc2ccc(Oc3ncnc4sc5c(c34)CCCC5)cc2)c1	58	49	56	82	87	58	44	72
COc1ccc(-c2nc(-c3nc4cc(Cl)c(F)cc4[nH]3)c3ccccn23)cc1	43	40	34	58	55	40	58	91
CCOC(=O)N1CCCC1	104	90	135	101	110	111	90	107
NS(=O)(=O)c1ccc(Nc2nc(SCC(=O)c3ccc([N+](=O)[O-])cc3)nc3ccccc23)cc1	85	87	74	90	103	96	89	111
CCN(CCO)CCC(=O)c1ccc([N+](=O)[O-])cc1	114	91	107	115	98	101	99	·
CC(C)c1ccc(C(C)C(=O)N(CCc2ccccc2)CC2=C(C(C)c3ccccn3)c3ccccc3C2)cc1 (stereo not drawn)	96	116	92	122	99	94	98	·
CCc1ccc(NC(=O)N[C@@H](Cc2cc(F)cc(F)c2)C(=O)N[C@@H]2C(=O)N3CCC[C@H]3C(=O)N3CCO[C@H](C)[C@H]3C(=O)N[C@@H](CO)C(=O)N3C[C@H](C)C[C@H]3C(=O)O[C@H]2C)c(F)c1	43	36	32	33	-7.7*	22	16	33
COc1ccc(/C=c2\c(=O)n(-c3ccccc3)c3nn4c(n23)=NNC(N=Nc2ccc(Cl)cc2)=C4C)cc1	103	·	102	90	108	119	84	100
CCOC(=O)C(COS(C)(=O)=O)(COS(C)(=O)=O)C(=O)OCC	96	103	91	109	122	101	99	106
CC(C)N(CCOc1ccc(-c2nc3sccn3c2-c2ccnc(S(C)(=O)=O)n2)cc1)C(C)C	52	105	74	75	9.3*	63	83	91
COc1cc2ncnc(Sc3nnc(NC(=O)c4ccccc4F)s3)c2cc1OC	92	52	83	58	82	61	82	97
COc1ccc(C=NCCN=Cc2ccc(OC)cc2OC)c(OC)c1	89	105	93	99	82	91	99	92
Cc1cnc(NC(=O)C(Cc2ccccc2)NC(=O)c2ccccc2)s1 (stereo not drawn)	41	87	41	78	·	30	46	88
CC1=NN(c2cc(S(=O)(=O)O)ccc2Cl)C(=O)C1	93	110	95	105	102	93	95	98
Cc1cc(C)nc(NS(=O)(=O)c2ccc(Nc3nc4nc(SCc5ccccc5)nc(-c5ccc(O)cc5O)c4c(=O)[nH]3)cc2)n1	94	84	101	81	·	71	89	106
CCOC(=O)C1=C(C)OC(N)=C(C#N)C1c1cc(=O)oc2ccc(OC)cc12 (stereo not drawn)	105	81	100	111	106	98	95	103
CN(C)S(=O)(=O)c1cccc(NC(=O)COC(=O)CCOc2ccccc2)c1	94	93	95	112	·	94	108	103
O=C(NNC(=O)c1cccc(F)c1)c1ccccc1	91	115	·	112	114	103	98	96
CSc1nc(C)c(Br)c(Sc2nc(N)nc3nc[nH]c23)n1	70	62	32	71	·	66	80	88
O=C(N/N=C/c1ccc(F)cc1)c1ccc2cccc(O)c2n1	106	93	88	87	87	111	65	102
COc1ccc(NC(=O)c2oc3ncccc3c2N)cc1	88	85	81	95	104	85	86	100
O=c1c(C=Nc2ccc(Cl)cc2)c(O)n(-c2ccc(Cl)cc2)n1-c1ccc(Cl)cc1	72	54	99	87	97	24	78	66
CCOC(=O)CNC(=O)Cn1c(=O)[nH]c2ccccc2c1=O	103	98	·	104	101	97	90	94
O=C1[C@H]2Cc3c([nH]c4ccccc34)[C@@H](c3c(Cl)cccc3Cl)N2C(=O)CN1C1CCN(Cc2c(Cl)cccc2Cl)CC1	80	81	88	90	85	85	80	105
Cc1cc2c(O)c(-c3ccc(C(C)C)cc3)c3sc(=O)oc3c2cc1C	82	73	88	97	·	80	75	109

Quoted from the listing, 4 compounds:
SMILES	MOLT-4	T-47D	SR	MDA-MB-231	MDA-MB-468	K-562	MCF7	BT-549
O=c1c(C=Nc2ccc(Cl)cc2)c(O)n(-c2ccc(Cl)cc2)n1-c1ccc(Cl)cc1	72	54	99	87	97	24	78	66
CCOC(=O)CNC(=O)Cn1c(=O)[nH]c2ccccc2c1=O	103	98	·	104	101	97	90	94
O=C1[C@H]2Cc3c([nH]c4ccccc34)[C@@H](c3c(Cl)cccc3Cl)N2C(=O)CN1C1CCN(Cc2c(Cl)cccc2Cl)CC1	80	81	88	90	85	85	80	105
Cc1cc2c(O)c(-c3ccc(C(C)C)cc3)c3sc(=O)oc3c2cc1C	82	73	88	97	·	80	75	109

(list continues)
SMILES	MOLT-4	T-47D	SR	MDA-MB-231	MDA-MB-468	K-562	MCF7	BT-549
N/C(=N\C(N)=N\c1nc2ccccc2s1)c1ccc2c(c1)OCO2	80	76	63	88	92	92	65	87
O/N=C/c1ccccn1	101	·	94	124	108	·	110	109
C1CCC(O[Si](OC2CCCCC2)(OC2CCCCC2)OC2CCCCC2)CC1	104	110	105	105	108	93	106	96
COc1ccc(OC)c(Cn2cc(C#N)c(N)c2C(=O)c2ccc(Br)cc2)c1	20	36	14	61	2.7*	15	28	-86*
C[Se]CC[C@H](N)C(=O)O	96	·	92	108	110	·	98	96
O=C(O)CCn1c(-c2ccc(Cl)cc2)nc(-c2ccccc2)c1-c1ccccc1	113	91	101	91	88	100	94	104
O=C(OC1C2C=CC1C1C(=O)NC21)c1ccccc1 (stereo not drawn)	95	90	103	128	89	98	99	113
Cc1cccc(C[C@H](NC(=O)Nc2ccc(Cl)cc2F)C(=O)N[C@@H]2C(=O)N3C[C@H](OC(=O)CCN(C)C)C[C@H]3C(=O)N3CCCC[C@H]3C(=O)N[C@@H](C)C(=O)N3C[C@H](C)C[C@H]3C(=O)O[C@H]2C)c1	28	14	29	1.2*	9.4*	16	13	4.5*
Cc1ccc(NC(=O)N2CC2C)cc1NC(=O)N1CC1C (stereo not drawn)	101	99	113	108	108	106	99	108
O=C(/C=C/c1cc2ccccc2[nH]c1=O)c1ccc(Cl)cc1	2.6*	34	·	32	15	17	15	29
CCOC(=O)/C(C#N)=C(/C)C1CC1	114	103	102	117	98	117	101	107
Clc1ccc2c(Nc3ccccc3)ccnc2c1	84	102	·	108	110	84	90	100
OCn1c2ccccc2c2ccccc21	117	100	128	85	·	144	78	113
CCOC(=O)C(N)Cc1cc(I)c(O)c(I)c1 (stereo not drawn)	112&102	111&105	104&89	97&104	113&101	105&105	103&107	99&109
CCCCCCCCCCOC(=N)c1ccc(O)c(OCC)c1	66	73	114	83	98	107	55	109
CC1(C)CC[C@]2(CO)CC[C@]3(C)C(=CC[C@@H]4[C@@]5(C)Cc6c([nH]c7ccccc67)C(C)(C)[C@@H]5CC[C@]43C)[C@@H]2C1	65	75	67	90	101	68	79	121
COc1ccc(C=Nc2ccccc2C(=O)O)cc1OC	109	·	98	108	105	101	99	·
Oc1ccccc1-c1cc(-c2ccccc2Cl)[nH]n1	77	78	84	73	65	81	56	103
COC(=O)/C=C/C(=O)c1cc(C)cc(C)c1O	90	100	90	114	110	103	96	103
O=C1Nc2cc(Cl)ccc2/C1=C\c1ccc(OCc2ccc(Br)cc2F)cc1	23	-24*	27	-2.3*	-38*	3.5*	9.3*	-69*
CC(=O)NC(CO)C(=O)c1ccc([N+](=O)[O-])cc1 (stereo not drawn)	97	106	86	97	111	66	82	96
Cn1cc(/C=C(/SS/C(=C/c2cn(C)c3cccc(C(=O)O)c23)C(=O)O)C(=O)O)c2c(C(=O)O)cccc21	111	101	99	102	103	87	93	114
C1=NN(c2ccccc2)C2C3N(C=NN3c3ccccc3)c3ccccc3N12 (stereo not drawn)	78	86	115	86	99	50	82	247
O=C(Nc1ccc(Nc2ccncc2)cc1)c1ccc([N+](=O)[O-])cc1	6.5*	30	-45*	93	-28*	20	52	·
O=CCN1C(=O)c2ccccc2C1=O	116	97	137	113	141	140	95	95
CCN(CC)C(C)(C)COC(=O)c1ccc(N)cc1	113	99	100	98	97	99	100	106
O=[N+]([O-])c1ccc(N2COc3ccc4ccccc4c3C2)cc1	78	83	96	85	92	73	84	84
O=C(CN1C(=O)S/C(=C\C(Cl)=C\c2ccccc2)C1=O)Nc1cccc2nonc12	74	57	60	91	53	67	30	87
O=C(NC(=O)N1CCN(C(=O)NC(=O)c2ccc(Br)cc2)CC1)c1ccc(Br)cc1	96	103	104	97	111	100	91	100
Cc1nnsc1C(=O)NCc1c(F)cccc1Cl	113	99	104	100	87	100	94	146

Reprinted from the part before: 3 entries, followed by the next part.
SMILES	MOLT-4	T-47D	SR	MDA-MB-231	MDA-MB-468	K-562	MCF7	BT-549
O=C(CN1C(=O)S/C(=C\C(Cl)=C\c2ccccc2)C1=O)Nc1cccc2nonc12	74	57	60	91	53	67	30	87
O=C(NC(=O)N1CCN(C(=O)NC(=O)c2ccc(Br)cc2)CC1)c1ccc(Br)cc1	96	103	104	97	111	100	91	100
Cc1nnsc1C(=O)NCc1c(F)cccc1Cl	113	99	104	100	87	100	94	146
CC/C(=C(\c1ccc(O)cc1)c1ccc(OCCN(C)CCN(C)C(=O)CCCCC(=O)c2c(C)[nH]c(/C=C3\N=C(c4ccc[nH]4)C=C3OC)c2C)cc1)c1ccccc1	56	62	9.8*	35	80	43	41	91
COc1ccc(C2=C(c3cn(C)c4ccccc34)C(=O)OC2)cc1OC	32	24	29	50	1.2*	18	19	46
O=C1NC(=S)S/C1=C\c1cc(Cl)ccc1Cl	80	74	84	86	71	73	79	65
COc1ccc(C(=O)/C=C/c2ccc(Oc3ccc(Br)cc3)cc2)cc1OC	112	94	84	93	·	107	89	100
CC(C)CCN(C(=O)CCl)c1ccccc1	106	99	103	101	101	114	97	102
Oc1[nH]c2ccccc2c1N=NC(=S)N=Nc1c(O)[nH]c2ccccc12	102	·	106	96	97	105	78	74
COc1ccc(Cl)cc1NC(=O)NNC(=O)C(=O)Nc1ccc(F)cc1	102	100	105	95	93	104	95	112
O=C(NCCN1CCOCC1)OCc1ccc2c(Cl)cc(Cl)c(O)c2n1	58	75	68	94	82	32	51	83
CCOC(=O)/C=C/c1nc(C(=O)OCC)c(C)c(=O)[nH]1	107	117	75	105	73	103	82	117
COc1ccc2oc(=O)c(C3(C)NC(=O)c4c(/C=C/C(=O)OC5CC6CCC5(C)C6(C)C)cccc4N3)cc2c1 (stereo not drawn)	49	48	58	78	52	44	27	60
COc1cc(NC(=O)Cc2cc3c(OC)c(OC)c(OC)cc3nc2CCC(N)=O)cc(OC)c1OC	106	92	95	105	102	90	99	102
CCOC(=O)c1ccc2c(c1)OC(NCc1ccc(C#N)cc1)C(=O)N2C (stereo not drawn)	105	92	99	99	103	89	94	92
CCCCSC1=C(Cl)CN(c2ccccc2)C1=O	105	85	72	98	85	92	51	110
CCOC(=O)CCN(Cc1ccccc1)C(=S)Nc1ccccc1	102	102	108	103	96	108	95	102
CC(=O)Nc1ccc(I)cc1	99	89	96	100	77	96	97	106
CN1C(=O)N(C)C2Nn3c(s/c(=C\c4ccccc4F)c3=O)=NC21 (stereo not drawn)	79	95	33	70	52	41	56	62
COc1cccc(Nc2nc(SC)nc(-c3cccc([N+](=O)[O-])c3)c2C#N)c1	98	62	·	66	81	85	73	96
NC(=O)NC(=O)C(Cl)c1ccccc1 (stereo not drawn)	65	90	60	93	91	87	77	125
Cc1cn(-c2cc(F)cc(NC(=O)c3ccc(C)c(Nc4nccc(-c5cccnc5)n4)c3)c2)cn1	·	3.2*	·	6.1*	-63*	·	17	-27*
COc1ccc2c(c1)c(-c1nc(N)nnc1-c1cn(C)c3ccccc13)cn2C	90	88	96	98	81	85	80	106
Oc1ccc(Br)cc1C=Nc1cccc2c1C(O)c1ccccc1-2 (stereo not drawn)	107	94	122	97	95	116	101	96
O=c1c2sc3ncccc3c2nc2ccccn12	108	112	102	95	101	98	100	101
Nc1ccc(S(=O)(=O)c2ccc(NCNc3nc(N)nc(N)n3)cc2)cc1	93	99	100	105	118	95	105	110
S=C(CSc1ccccc1)Nc1cccc2ccccc12	95	·	110	92	100	88	98	94
COc1cc(-c2nnc(SCC(=O)Nc3ccc(/C(C)=N\O)cc3)o2)cc(OC)c1OC	84	81	68	96	114	·	94	98
Cc1cc(=O)[nH]c(SCC(=O)Nc2ccc(-c3nc4ccc([N+](=O)[O-])cc4[nH]3)cc2)n1	86	92	61	91	108	83	90	90
Clc1cccc(N/N=C/c2c[nH]c3ccccc23)n1	24	27	14	-0.1*	-10*	14	11	3.1*

Bioassay records as filed in PubChem.
